Bioassay records deposited in PubChem BioAssay by several laboratories.
NTR1 agonist: agonists of NTR1, primary screen, imaging, U2OS cells, beta-arrestin-GFP, high content (AID 493036); activation, % at 20 µM; NTR1-U2OS beta-arrestin-GFP spot imaging, agonist mode; actives 0.17% (n = 330,000);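 active = activation at or above 40% of the spot to cytoplasm intensity ratio, with at least 20 cells analyzed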;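 note: 0% = DMSO without peptide and 100% = 100 nM NTR1 peptide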
Target sequence (P30989 whole entry, looked up): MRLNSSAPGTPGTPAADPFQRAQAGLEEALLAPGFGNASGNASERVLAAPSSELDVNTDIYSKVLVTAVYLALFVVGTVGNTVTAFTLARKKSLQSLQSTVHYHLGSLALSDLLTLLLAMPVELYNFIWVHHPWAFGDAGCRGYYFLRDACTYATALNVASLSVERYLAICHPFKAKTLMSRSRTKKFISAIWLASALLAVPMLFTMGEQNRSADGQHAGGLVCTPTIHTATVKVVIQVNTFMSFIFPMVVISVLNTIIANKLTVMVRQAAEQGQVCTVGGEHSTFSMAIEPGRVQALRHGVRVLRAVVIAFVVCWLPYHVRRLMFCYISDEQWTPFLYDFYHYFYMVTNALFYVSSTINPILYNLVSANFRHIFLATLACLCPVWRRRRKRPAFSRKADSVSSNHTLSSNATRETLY
KOR beta-arrestin-1: KOR agonists, beta-arrestin recruitment, primary screen, cell-based, luminescence, uHTS (AID 1777); Kappa-type opioid receptor (Homo sapiens); KOR beta-arrestin recruitment, luminescence; higher % means a stronger effect; one-dose activation, % at 10 µM; EC50 in µM for titrated hits; actives 0.02% (n = 280,000); in the data active = activation above about 50%, passing the limit was not always enough; note: a part of the inactive calls stands beside numbers as strong as those of hits
GPR55 activation: GPR55 agonists via beta-arrestin recruitment, primary screen, imaging, U2OS cells, beta-arrestin-GFP redistribution (AID 1961). G-protein coupled receptor 55 (Homo sapiens). U2OS GPR55 beta-arrestin-GFP redistribution imaging; higher % means a stronger effect. activation, % at 10 µM; hits with a dose series show EC50 in µM. actives 0.048% (n = 290,000);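 active = activation above 40% with more than 50 cells counted in the well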;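 note: U2OS osteosarcoma cells stably expressing GPR55 and beta-arrestin-GFP; plate controls were DMSO negative control for no effect and LPI positive control for full effect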
NOD1 inhibition: NOD1 signaling inhibitors, primary screen, cell-based, luminescence, uHTS (AID 1578). NOD1-driven NF-kB luciferase reporter cells, luminescence; higher % means a stronger effect. inhibition, % at 4 µM; hits with a dose series show EC50 in µM. actives 1% (n = 290,000); in the data active = inhibition mostly above about 36%, no sharp cut-off; inactive = mostly below about 34%;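 note: HEK-293T reporter cells stimulated with the NOD1 agonist gamma-tri-DAP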
HEK293 NOD2/NF-kB: NOD2 signaling inhibitors, cell-based, luminescence, uHTS, HEK293 (AID 1566); HEK293 NOD2/NF-kB luciferase reporter, luminescence; higher % means a stronger effect; inhibition, % at 4 µM; hits with a dose series show EC50 in µM; actives 0.63% (n = 290,000); note: many of its hits are not listed in these tables
Myeloid diff 2: induction of myeloid progenitor differentiation, primary screen, cell-based, flow cytometry, MLPCN library; ER-HoxA9 myeloid progenitors, lysozyme-GFP differentiation; calls only at 10 µM; actives 1% (n = 360,000);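 active = normalized GFP-positive differentiation at or above the plate's own cutoff, the solvent-only control mean plus 3 SD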;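 note: cells exposed to compound for four days before flow analysis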
GPR55 antagonists: GPR55 antagonists blocking LPI-driven arrestin recruitment, primary screen, imaging, U2OS, beta-arrestin-GFP, LPI agonist (AID 2013). U2OS GPR55 beta-arrestin-GFP translocation imaging, LPI antagonism; higher % means a stronger effect. inhibition, % at 10 µM, or IC50 in µM where a hit was titrated. G-protein coupled receptor 55 (Homo sapiens). actives 0.13% (n = 290,000);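 active = spots per cell inhibited over 60%, with over 100 cells counted and total cytoplasm intensity under 500,000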;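 note: U2OS cells stably carrying GPR55 and arrestin-GFP stimulated by 5 µM LPI near EC80; imaged beta-arrestin-GFP aggregate spots per cell after agonist stimulation; plate controls were LPI-stimulated DMSO wells for no effect and DMSO wells without LPI for full effect; some results filed as inactive read as strong as hits; confirmed hits need IC50 under 10 µM and bright autofluorescent wells are also inconclusive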
KOR beta-arrestin-2: KOR antagonists, beta-arrestin recruitment, cell-based, luminescence, uHTS (AID 1778) | Kappa-type opioid receptor (Homo sapiens) | KOR beta-arrestin recruitment, luminescence, antagonist mode; higher % means a stronger effect | inhibition, % at 10 µM, or IC50 in µM where a hit was titrated | actives 0.091% (n = 290,000); note: strong numbers were not always called active
T cell HTS: modulators of CD8 T cell-vesicle binding, primary screen, mouse 2C CD8+ T cells, flow cytometry. actives 0.068% (n = 330,000). 2C CD8+ T cell-vesicle binding; active compounds read low. calls only at 7 µM;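 active = response, share of CD8 T cells binding vesicles, and their 90th percentile fluorescence all below set limits, cut at about 80% in these data, passing the limit was not always enough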
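Material: murine 2C transgenic CD8+ T lymphocytes / Also added: QL9-peptide-loaded Drosophila micro-vesicles bearing Ld, ICAM-1 and B7-1 / Schedule: binding step 1.5 h, 37 °C, antibody labelling 20 min, ice / Signal: flow cytometry, PE anti-B7-1 (FL2) versus Alexa647 anti-CD8 (FL8), PFA-fixed / Evaluation: percent CD8+ FL2 mean versus row control / Benchmarks: naked versus QL9-loaded vesicles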
T cell HTS vesicle-bound %: further read-out of T cell HTS, marked with its call; double positive events, %; measured here: CD8+ vesicle-bound cell fraction;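 binding gate set so that unloaded-vesicle control wells show 10% double positive cells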
NTR1 agonist cell count 20 µM: further read-out of NTR1 agonist, marked with its call; cell count; measured here: cell count, cytotoxicity flag
Myeloid diff 2 GFP+ MAC1+ %: further read-out of Myeloid diff 2, marked with its call; GFP+ MAC1+ double positive, %; measured here: differentiation confirmed by MAC1 staining
Starred values were filed as active, the others as inactive; i = inactive; nt = not tested or not shown; + = active, no number. Cut-off read from the data, not from the text of the source, unless noted: active = inhibition above about 50%; inactive = the rest. An excerpt; count on the stated rates, not on these rows.

SMILES	NTR1 agonist	NTR1 agonist cell count 20 µM	KOR beta-arrestin-1	GPR55 activation	NOD1 inhibition	HEK293 NOD2/NF-kB	Myeloid diff 2	Myeloid diff 2 GFP+ MAC1+ %	GPR55 antagonists	KOR beta-arrestin-2	T cell HTS	T cell HTS vesicle-bound %
CCOC(=O)c1ccc2c(c1)N(CC)C(=O)c1ccccc1S2	-1.2	70	4.7%	0.0%	-2%	-12%	i	0.4	-2%	-6%	i	10
CS(=O)(=O)n1nc(NCc2cccs2)nc1NCc1cccs1	1.0	53	-4.1%	-0.2%	-32%	-10%	i	0.2	-2%	-3%	i	50
COCCN1CCN(Cc2cn(C)nc2-c2cccc(Cl)c2)CC1	1.5	47	-2.3%	-0.1%	-30%	2%	i	0.1	6%	-12%	i	40
COc1ccccc1NC(=O)c1sc2ncn(Cc3cccc4ccccc34)c(=O)c2c1C	3.6	39	4.2%	0.3%	4%	11%	i	0.7	8%	-3%	i	41
C=CCN(CC=C)C(=O)Nc1cc(Cl)ccc1OC	-0.6	55	5.2%	-0.1%	-10%	2%	i	4.4	2%	-24%	i	52
O=C(/C=C/Nc1ccc([N+](=O)[O-])cc1)c1ccc(Br)cc1	1.0	59	-1.9%	-0.1%	-34%	-7%	i	0.7	7%	-1%	i	12
O=C(CN(c1ccccn1)S(=O)(=O)c1ccc(F)cc1)Nc1ccccc1	-0.8	75	-3.7%	1.1%	-48%	4%	i	0.8	-3%	-15%	i	59
COc1ccc(CNC(=O)CN(c2cc(C)cc(C)c2)S(=O)(=O)c2c(C)[nH]c(=O)[nH]c2=O)cc1	0.5	63	1.1%	0.1%	1%	12%	i	3.5	3%	-16%	i	45
CCOc1ccc2nc(S(N)(=O)=O)sc2c1	-1.4	58	-3.1%	-0.2%	-14%	-6%	i	1.0	-5%	-53%	i	65
Cc1ccn(-c2cccc(-n3ccc(C)n3)n2)n1	3.2	75	-1.3%	-0.2%	-53%	-45%	i	0.6	2%	-12%	i	8
COc1ccccc1-n1c(SCC(=O)O)nc2c(sc(=S)n2-c2ccccc2C)c1=O	0.4	100	-6.9%	-0.1%	-8%	11%	i	0.5	-6%	-9%	i	52
Clc1ccc(/C=N/NC2=Nc3cccc4cccc2c34)cc1	9.0	74	55%	-0.2%	-39%	-55%	+	0.8*	2%	-24%	i	52
O=C(C1CCN(C2CCN(Cc3ccsc3)CC2)CC1)N1CCOCC1	-0.7	48	-2.4%	0.8%	-11%	-7%	i	0.9	6%	16%	i	12
CC(Nc1nc(-c2ccncc2)nc2ccccc12)c1ccccc1 (configuration not stated)	7.8	83	-5.1%	0.0%	6%	16%	i	1.1	2%	9%	i	45
CCc1c(C)nc2ncnn2c1Nc1ccc(C#N)c(Cl)c1	-1.0	63	-2.0%	-0.2%	6%	-5%	i	5.1	4%	-20%	i	30
CCCCNC(=O)c1ccc(CS(=O)(=O)c2ccccc2OC)o1	-1.0	83	2.2%	-0.1%	-8%	-5%	i	0.6	-5%	0%	i	71
O=C(N/N=C\C=C\c1ccco1)c1cc(-c2ccc3ccccc3c2)n[nH]1	-2.6	85	-1.2%	0.4%	-1%	-27%	i	0.3	1%	-1%	i	30
CCOC(=O)CNc1c(-c2ccc(Cl)cc2)nc2cnccn12	0.5	64	3.6%	-0.2%	-26%	-11%	i	1.4	0%	10%	i	1
O=C(c1cccc(C(F)(F)F)c1)C1CCCN(C(=O)C2CCOCC2)C1 (configuration not stated)	-0.7	65	11%	-0.1%	-13%	11%	i	1.1	-11%	-13%	i	62
O=C(CSc1nnc(CNC(=O)c2ccccc2)o1)NCc1ccco1	2.3	36	3.0%	-0.1%	-39%	2%	i	0.8	11%	-20%	i	68
CC1CCN(C(=O)c2ccc(COc3ccccc3Cl)o2)CC1	1.7	46	1.1%	0.0%	2%	-11%	i	0.9	-3%	-18%	i	59
Cc1ccc(NC(=O)Cn2ncn3c(cc4ccccc43)c2=O)cc1F	2.1	53	4.9%	-0.1%	-36%	-11%	i	0.0	10%	-14%	i	8
CCC(c1nnc(SCC(=O)Nc2cccc(S(N)(=O)=O)c2)n1-c1ccc(OC)cc1)N(C)C (configuration not stated)	-0.8	50	-1.4%	-0.4%	-2%	2%	i	0.4	20%	0%	i	33
COc1ccc(OC)c(NC(=O)c2cc(-c3c(C)cc(C)cc3O)n[nH]2)c1	1.2	63	3.8%	-0.2%	12%	29%	i	1.1	6%	-45%	i	56
CC1C=CC(C)C(C(=O)O)C1C(=O)O (configuration not stated)	2.3	86	-0.9%	0.0%	-18%	6%	i	2.0	8%	8%	i	29

Filtered by structure: the entries above with an aryl thioether with sulfur outside any ring
SMILES	NTR1 agonist	NTR1 agonist cell count 20 µM	KOR beta-arrestin-1	GPR55 activation	NOD1 inhibition	HEK293 NOD2/NF-kB	Myeloid diff 2	Myeloid diff 2 GFP+ MAC1+ %	GPR55 antagonists	KOR beta-arrestin-2	T cell HTS	T cell HTS vesicle-bound %
COc1ccccc1-n1c(SCC(=O)O)nc2c(sc(=S)n2-c2ccccc2C)c1=O	0.4	100	-6.9%	-0.1%	-8%	11%	i	0.5	-6%	-9%	i	52
O=C(CSc1nnc(CNC(=O)c2ccccc2)o1)NCc1ccco1	2.3	36	3.0%	-0.1%	-39%	2%	i	0.8	11%	-20%	i	68
CCC(c1nnc(SCC(=O)Nc2cccc(S(N)(=O)=O)c2)n1-c1ccc(OC)cc1)N(C)C (configuration not stated)	-0.8	50	-1.4%	-0.4%	-2%	2%	i	0.4	20%	0%	i	33

Next part.
SMILES	NTR1 agonist	NTR1 agonist cell count 20 µM	KOR beta-arrestin-1	GPR55 activation	NOD1 inhibition	HEK293 NOD2/NF-kB	Myeloid diff 2	Myeloid diff 2 GFP+ MAC1+ %	GPR55 antagonists	KOR beta-arrestin-2	T cell HTS	T cell HTS vesicle-bound %
Cc1ccc(S(=O)(=O)Oc2ccc(/C=C(/NC(=O)c3ccccc3)C(=O)NCCC(=O)O)cc2)cc1	0.6	50	-5.2%	-0.1%	6%	18%	i	0.3	3%	-8%	i	42
COc1ccccc1CNS(=O)(=O)c1csc(C(N)=O)c1	0.4	61	-4.6%	-0.3%	-14%	22%	i	0.5	-2%	-12%	i	3
Cc1ccc(NCc2nnc(SCC(=O)NCCc3ccccc3)n2C)cc1	nt	nt	3.2%	0.3%	-24%	1%	i	5.5	9%	15%	nt	nt
Cc1cccc(-n2ncc3c(NCCc4ccc(S(N)(=O)=O)cc4)ncnc32)c1	-1.4	73	7.0%	-0.1%	-19%	8%	i	2.9	6%	-29%	i	41
C=CCOc1ccc(S(C)(=O)=O)cc1	-2.1	84	-0.3%	0.0%	-3%	5%	i	0.0	5%	36%	i	25
Cc1c(NC(=O)C(C)Sc2ccccc2)c(=O)n(-c2ccccc2)n1C (configuration not stated)	-0.1	60	0.6%	-0.1%	-13%	5%	i	0.3	19%	-51%	i	31
CC(=O)N/C(=N\OCc1ccc(Br)cc1)c1nonc1NC(C)=O	-0.7	74	14%	0.0%	-19%	9%	i	0.3	9%	3%	i	40
Cc1cccc(NC(=O)CCn2ccnc2C)c1	-0.9	49	-1.5%	-0.3%	-14%	0%	i	0.5	12%	-6%	i	13
COc1cc2c(cc1OC)CC(=O)NC=C2	-2.5	65	4.0%	0.2%	-20%	-1%	i	0.6	-4%	-36%	i	28
COc1cccc(CN(C)Cc2nc(C3CC3)no2)c1	0.4	45	-2.7%	-0.1%	-19%	-12%	i	1.9	3%	5%	i	4
CN(CC(=O)N1CCN(c2ncccn2)CC1)S(=O)(=O)c1ccc(Cl)cc1	-0.4	35	2.0%	0.6%	-25%	-10%	i	0.1	-25%	-32%	i	65
O=C(Nc1cccnc1)c1cc(-c2ccc(Cl)c(Cl)c2)on1	-1.3	41	4.3%	-0.2%	-53%	-40%	i	0.8	-16%	-30%	i	19
O=C(Nc1ccnn1C1CCN(CC2CC=CCC2)CC1)c1ccccc1 (configuration not stated)	-0.2	63	-2.4%	0.2%	-4%	-4%	i	0.7	7%	17%	nt	nt
OC1(c2cccnc2)CCN(Cc2nnnn2C2CCCCC2)CC1	2.6	77	-1.3%	0.3%	-10%	19%	i	1.2	17%	2%	i	36
O=C(Nc1ccc(N2CCOCC2)cc1)c1ccccc1SCC(=O)N1CCCC1	2.3	54	0.8%	0.2%	-36%	5%	i	0.1	0%	-29%	i	58
C/C(=C/c1oc2ccc(O)cc2c1[N+](=O)[O-])N(C)C	2.2	72	-3.7%	-0.1%	-43%	-7%	i	0.8	7%	-6%	i	7
COc1ccc(CNC(=O)C(OC(=O)c2cccs2)C(C)C)cc1 (configuration not stated)	0.5	59	4.3%	0.0%	-20%	-15%	i	1.0	10%	-53%	i	20
CNNC(=S)Nc1ccc(Cl)cc1	-0.6	39	-2.6%	0.3%	-4%	11%	i	0.4	16%	20%	i	53
O=C(CSc1nnc(-c2ccc(O)cc2)o1)Nc1ccccc1	1.5	51	-5.7%	-0.1%	-90%	-139%	i	0.6	-6%	-14%	i	33
O=C(NCc1cccs1)C1CCN(c2nc3ccccc3o2)CC1	-1.3	51	1.3%	-0.1%	-24%	6%	i	9.0	7%	15%	i	38
NC(=O)C1CCN(C(=O)CCNS(=O)(=O)c2cc(Br)cnc2N)CC1	-1.6	41	11%	-0.1%	-30%	10%	i	0.6	-2%	-8%	i	2
Oc1ccc(N2CCN(C(c3cccnc3)c3nnnn3Cc3ccccc3)CC2)cc1 (configuration not stated)	0.7	38	0.3%	-0.2%	nt	1%	i	13	5%	24%	i	26
CCC1Sc2ccc(S(=O)(=O)CCC(=O)Nc3ccccc3Cl)cc2NC1=O (configuration not stated)	-0.2	60	1.6%	-0.1%	-5%	-3%	i	3.9	2%	-28%	i	27
